RSV CPE inhibition – RSV antiviral activity via CPE protection, HEp-2 cells, primary 10 µM value included (AID 2391). HEp-2 cells, RSV-induced CPE inhibition; higher % means a stronger effect. one-dose CPE inhibition, % at 10 µM; IC50 in µM for titrated hits. 310,000 compounds, 0.13% hits; in the data active means a potency from the dose series; inconclusive means CPE inhibition mostly from about 23% at the one dose, without a potency; inactive means the rest, 99 in 100 with CPE inhibition below about 21%; further: strong numbers were not always called active
SV40 large T antigen – SV40 large T antigen inhibitors, biochemical (AID 1903); SV40 large T antigen ATPase/helicase inhibition assay; higher % means a stronger effect; inhibition, % at 20 µM, or IC50 in µM where a hit was titrated; 310,000 compounds, 0.39% hits; in the data active means a potency from the dose series; inconclusive means inhibition mostly from about 32% at the one dose, without a potency; inactive means the rest, 99 in 100 with inhibition below about 32%; further: strong numbers were not always called active
MgcRacGAP inhibition – MgcRacGAP GTPase-activating activity inhibitors, confirmation, biochemical, ADP Hunter fluorescence; inhibition, % at 30 µM; hits with a dose series show IC50 in µM; MgcRacGAP-stimulated Rac1 GTP hydrolysis, ADP Hunter fluorescence; higher % means a stronger effect; GST-tagged Rac1 F28L mutant substrate; 340,000 compounds, 0.6% hits; AID 624330;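 active means first-screen hits whose inhibition reached a set limit at any dose in the follow-up dose series; inconclusive means inhibition above the set first-screen limit but never retested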;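 further: fluorescence reports GDP produced by GAP-driven GTP hydrolysis; strong numbers were not always called active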
NTR1 agonist – agonists of NTR1, primary screen, imaging, U2OS cells, beta-arrestin-GFP, high content (AID 493036); P30989; NTR1-U2OS beta-arrestin-GFP spot imaging, agonist mode; activation, % at 20 µM; 330,000 compounds, 0.17% hits;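 active means activation at or above 40% of the spot to cytoplasm intensity ratio, with at least 20 cells analyzed; inconclusive means wells under 20 cells, flagged as cytotoxic or low count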;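 further: 0% = DMSO without peptide and 100% = 100 nM NTR1 peptide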
Target sequence (P30989 whole entry, looked up): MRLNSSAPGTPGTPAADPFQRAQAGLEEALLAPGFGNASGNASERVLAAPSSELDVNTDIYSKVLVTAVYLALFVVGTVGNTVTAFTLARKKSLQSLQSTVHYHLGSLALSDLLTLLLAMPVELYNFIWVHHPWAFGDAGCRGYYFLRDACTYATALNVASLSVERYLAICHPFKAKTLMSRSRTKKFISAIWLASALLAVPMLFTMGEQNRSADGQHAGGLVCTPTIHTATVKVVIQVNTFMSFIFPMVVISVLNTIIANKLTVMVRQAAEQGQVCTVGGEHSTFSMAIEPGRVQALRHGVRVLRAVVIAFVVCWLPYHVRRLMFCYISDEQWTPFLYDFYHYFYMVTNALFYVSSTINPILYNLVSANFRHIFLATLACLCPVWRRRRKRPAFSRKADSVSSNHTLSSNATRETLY
Dengue-2 NS5 capping – Dengue-2 NS5 methyltransferase inhibitors, primary screen, biochemical, confirmation dose response (AID 588689). Dengue-2 NS5 methyltransferase capping enzyme assay, biochemical; higher % means a stronger effect. one-dose inhibition, % at 25 µM; IC50 in µM for titrated hits. 340,000 compounds, 0.3% hits; in the data active means a potency from the dose series; inconclusive means inhibition above about 29% without an active follow-up result
West Nile virus CPE – West Nile virus antiviral activity, cell-based, CPE readout (AID 1621) | West Nile virus-infected cells, CPE inhibition; higher % means a stronger effect | one-dose CPE inhibition, % at 10 µM; IC50 in µM for titrated hits | 290,000 compounds, 0.02% hits; in the data active means a potency from the dose series; inconclusive means CPE inhibition mostly from about 3.7% at the one dose, without a potency; inactive means the rest, 99 in 100 with CPE inhibition below about 2.2%; further: strong numbers were not always called active
K1F lysis inhibition – inhibition of K1F phage lysis, E. coli UTI89, bacterial capsule biogenesis inhibitors, alamar blue (AID 488966); E. coli UTI89 K1F phage lysis, alamar blue, 2 h; higher % means a stronger effect; inhibition, % at 100 µM; hits with a dose series show IC50 in µM; 340,000 compounds, 0.02% hits;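 active means phage lysis inhibition, versus mean bacterial control, above a set limit; inconclusive means no clear call, values can overlap the other calls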;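 further: capsule biogenesis inhibitors block K1F phage lysis so surviving cells raise fluorescence; higher fluorescence means more inhibition of phage lysis; actives were called in the ten point dose series up to 300 µM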
AID2073 – disruptors of CaV2.2 binding to Mint1 – biochemical, HTRF (AID 2073). inhibition, % at 20 µM; hits with a dose series show IC50 in µM. 290,000 compounds, 0.19% hits. HTRF protein-protein interaction, Mint1-CaV2.2; higher % means a stronger effect; in the data active means inhibition mostly above about 51%, no sharp cut-off; inconclusive means no clear call, values can overlap the other calls; inactive means mostly below about 53%; further: some results filed as inactive read as strong as hits
SIAH1 antagonists – Siah-1 peptide-binding antagonists, primary screen, biochemical, fluorescence polarization, rhodamine-plectin, uHTS (AID 1817). 290,000 compounds, 0.02% hits. displacement, % at 20 µM; hits with a dose series show IC50 in µM. Siah-1 / rhodamine-plectin peptide fluorescence polarization; higher % means a stronger effect;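 active means displacement of at least 50% at 20 µM, with a fluorescence ratio check between 0.3 and a set limit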;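 further: plate controls were Siah plus tracer with DMSO for no effect and tracer alone without Siah for full effect; strong numbers were not always called active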
NTR1 agonist cell count 20 µM – recorded beside NTR1 agonist, whose call it bears; cell count; measured here: cell count, cytotoxicity flag
Dengue-2 NS5 capping pilot replicate – recorded beside Dengue-2 NS5 capping, whose call it bears; inhibition, %; measured here: pilot screen replicate inhibition
* hit, by the source's call; u = inconclusive; x = no result given; & = joins results of further samples; [ ] = remark or other dose. An unsorted share of the library, and some 1.6% of all compounds hit somewhere here.

SMILES	RSV CPE inhibition	SV40 large T antigen	MgcRacGAP inhibition	NTR1 agonist	NTR1 agonist cell count 20 µM	Dengue-2 NS5 capping	West Nile virus CPE	K1F lysis inhibition	AID2073	SIAH1 antagonists	others
Cc1ccnc(SCC(=O)N2CCC(C(N)=O)CC2)n1	1.4%	-2%	7%	-1.3	74	5%	0.1%	-0.1%	-4%	-2%
COc1ccc(NC(=S)N2CCN(S(=O)(=O)c3ccc(F)cc3)CC2)cc1OC	-1.0%	4%	11%	0.0	60	-6%	-0.6%	1.2%[50 µM]	-24%	-3%
COc1ccc(NS(=O)(=O)c2ccc(OCC(=O)N3CCOCC3)cc2)cc1Cl	8.8%	0%	9%	1.0	57	-5%	-0.9%	-0.1%	2%	2%
CCOC(=O)c1sc(NC(=O)c2c(CC)noc2C)nc1C	0.5%	x	6%	-2.7	61	-5%	x	0.8%[50 µM]	x	x
COc1ccc(CCNS(=O)(=O)c2ccc(Cl)cc2)cc1OC	2.7%	4%	5%	0.0	70	-1%	-0.6%	0.2%	-6%	-2%
CCOc1ccc2oc(C(=O)NC3CCN(Cc4ccccc4)CC3)c(C)c2c1	17%	15%	4%	-0.9	50	-3%	-0.4%	0.3%	0%	-2%
CCOCCCNc1c(CC)c(C)c(C#N)c2nc3ccccc3n12	7.1%	9%	5%	0.3	57	-8%	-1.8%	0.2%	13%	1%	Dengue-2 NS5 capping pilot replicate=-2.8
O=C(COc1ccccc1)N1CCN(C(=O)c2ccccc2F)CC1	0.8%	1%	5%	0.2	36	0%	-0.7%	0.1%	0%	-3%
COC(=O)CC(=O)CSc1nc2c(cc1C#N)CCCCC2	-0.3%	3%	7%	0.1	48	1%	0.1%	-0.9%	4%	-1%
O=C(CSc1nnc(CNC(=O)c2ccco2)o1)NC1CCCC1	1.3%	11%	-4%	2.1	34	-2%	0.1%	3.2%	-2%	-3%
Cc1ccc(CNC(=O)c2cc3ccccc3oc2=O)cc1	-1.2%	3%	-8%	0.2	52	-6%	x	2.1%	x	x
Cc1cc(C)nc(NS(=O)(=O)c2ccc(NC(=O)CSc3ncn[nH]3)cc2)n1	-0.6%	2%	3%	-0.7	33	-10%	-0.7%	3.1%	1%	5%
COc1ccc(CNc2ncc(-c3ccc(Cl)cc3)n2C)c(OC)c1OC	0.6%	15%	17%	-0.4	74	3%	-0.8%	0.2%	3%	0%
O=S(=O)(Cc1ccccc1)N1CCc2ccccc2C1	0.8%	21%	3%	-0.1	56	-4%	-0.6%	-1.5%	4%	-2%
Cc1ccc2[nH]c(=O)c(C(c3nnnn3CCc3ccccc3)N3CCOCC3)cc2c1 (stereo unspecified)	1.6%	10%	-4%	1.4	88	7%	0.4%	0.3%	0%	2%
Cc1ccc(-c2nc3ccccc3o2)cc1NC(=S)NC(=O)c1cc2ccccc2o1	-1.2%	-2%	0%	x	x	-4%	-0.1%	2.2%	12%	-11%
COC(CNC(=O)c1c[nH]c2ccc(S(=O)(=O)N3CCC4(CC3)OCCO4)cc2c1=O)OC	0.8%	-1%	1%	0.8	69	3%	0.4%	0.0%	7%	4%
O=C(COC(=O)c1cc(=O)[nH]c2ccccc12)NCCc1ccccc1	x	x	5%	-0.7	64	-3%	x	1.1%[50 µM]	x	x
COc1cccc(CCNC(=O)COc2cccc3c2OC(C)(C)C3)c1	-0.6%	9%	2%	-1.2	58	-4%	x	1.3%[50 µM]	x	x
COc1ccc(/C=C/CN2CCN(Cc3ccc(C)cc3)C(CCO)C2)cc1 (stereo unspecified)	-1.1%	6%	14%	4.3	63	-4%	-1.3%	-0.1%	1%	5%
C=CC(C)(C)c1cc2cc3ccoc3cc2oc1=O	5.7%	18%&14%	10%	6.9	75	3%	-0.5%	1.1%	-1%	0%
O=C(C[n+]1ccccc1)Nc1ccccc1Br	-0.6%	17%	x	0.5	37	x	0.1%	x	-13%	4%
COc1ccc(/C(C)=N/NC(=O)Cc2c(C)nc(C)[nH]c2=O)cc1	0.7%	8%	-5%	0.7	54	3%	-0.1%	-2.1%	0%	-1%
CCN(CC)C(=O)CSc1nnc(-c2cccs2)n1Cc1ccco1	-1.2%	11%	3%	0.5	40	-3%	0.3%	3.2%	-6%	1%
O=C(CCS(=O)(=O)Cc1ccccc1F)NCCc1ccc(Cl)cc1	2.6%	16%	6%	0.2	93	-1%	0.6%	0.2%	-3%	-1%
N#Cc1ccc(NC(=O)COC(=O)CCc2nc3ccccc3c(=O)[nH]2)cc1	-1.3%	14%	-7%	0.7	45	-8%	1.0%	-0.2%	8%	0%
O=C(CN1C(=O)S/C(=C\c2ccccc2F)C1=O)NCCCn1ccnc1	3.8%	8%	-1%	0.2	57	6%	-0.5%	-3.2%	-8%	14%
CCOC(=O)C1=C(COC(=O)C2CC(=O)N(c3ccc(CC)cc3)C2)NC(=O)NC1C (stereo unspecified)	0.5%	x	-3%	1.8	55	-5%	x	-0.1%[50 µM]	x	x
CN1CCN(C(=O)C2=C[C@H](c3csc4ccccc34)C[C@H](OCCCCO)O2)CC1	-0.9%	-3%	-3%	0.2	42	-3%	-0.3%	-1.5%	0%	-2%
O=C(COc1ccccc1Cl)N1CCN(c2ccccn2)CC1	0.2%	2%	5%	-0.4	68	7%	x	0.2%[50 µM]	x	x
CCCCOc1ccc(NC(=O)CCSc2nccn2C)cc1	0.2%	14%	0%	-1.6	62	-7%	0.9%	0.5%	-3%	4%
Nc1ccn(Cc2ccccc2)n1	-1.2%	22%	4%	0.6	52	-4%	0.0%	0.2%	20%	2%
Cc1ccc(Nc2nnc(SCC(=O)Nc3cccc(S(=O)(=O)NC4=NCCCCC4)c3)s2)cc1	14%	5%	3%	2.1	51	-2%	-0.2%	0.2%	-4%	-2%
COc1cc(C(C)=O)ccc1OCC(O)CN1CCN(c2c(C)cccc2C)CC1 (stereo unspecified)	0.2%	-6%	12%	0.0	58	-5%	-2.2%	0.2%	-7%	3%	Dengue-2 NS5 capping pilot replicate=-4.3
CN(Cc1nc2ccccc2c(=O)[nH]1)C(=O)c1ccc(NC(=O)CSc2nnnn2C)cc1	1.1%	x	5%	3.5	62	-5%	x	0.9%[50 µM]	x	x
CCOCCCn1c(SCc2nc3ccccc3s2)nc2ccccc2c1=O	11%	7%	5%	6.3	66	-3%	0.0%	1.0%	13%	-4%
CCCCNC(=S)NCCN1CCN(C(=S)NCCCC)CC1	-1.7%	8%	1%	0.1	62	2%	-0.7%	0.0%	-12%	4%
Cc1ccc(S(=O)(=O)/N=S(/c2ccccc2)C(C)C)cc1 (stereo unspecified)	x	21%	38%	3.2	40	-38%	-0.1%	0.5%	39%	2%
O=C(c1ccco1)c1cn(CC(=O)N2CCCc3ccccc32)c2ccccc12	-1.4%	x	12%	-0.7	53	7%	1.2%	0.9%	-2%	-5%
Cc1ccccc1-n1c(SCC(=O)NCc2cccs2)nc2ccccc2c1=O	0.8%	3%	11%	2.4	42	-5%	-0.4%	4.4%	1%	3%
O=C(Cn1nnc(-c2ccc(F)cc2)n1)N1CCCCC1	2.5%	1%	4%	-0.5	53	-2%	-0.1%	0.0%	5%	-2%
CCCCn1c(=S)[nH]c2ccc(N3CCOCC3)cc2c1=O	-1.5%	6%	x	4.4	65	x	-0.8%	x	49%	2%
O=C(O)C1CC(=O)n2c(nc3ccccc32)S1 (stereo unspecified)	0.3%	18%	22%	0.1	48	1%	0.4%	-0.2%	-6%	-3%
Cc1ccccc1CS(=O)(=O)CCC(=O)NCCCN1CCN(c2ccccc2F)CC1	-1.4%	6%	9%	-0.6	47	-3%	-0.6%	1.4%	8%	2%
CCN(CC)CCN(C(=O)Cn1nnc(-c2ccc(C)o2)n1)C(C(=O)NC(C)(C)C)c1cccs1 (stereo unspecified)	-2.6%	5%	1%	0.1	39	-7%	-0.1%	-0.1%	4%	25%
CCO[C@H]1OC(C(N)=O)=C[C@@H](c2coc3ccccc3c2=O)[C@@H]1CCCO	-0.8%	4%	9%	2.4	100	-7%	-0.1%	0.8%	-6%	-7%
O=C(CN(CC1CCCO1)C(=O)CNS(=O)(=O)c1ccccc1)NCCc1ccccc1 (stereo unspecified)	0.3%	7%	4%	0.3	57	-3%	-0.3%	0.1%	-7%	1%
O=C(CCCn1c(=O)c2ccccc2n(CC(=O)NCc2ccco2)c1=O)NCc1ccco1	-0.8%	11%	10%	1.5	63	-4%	0.2%	0.1%	-7%	3%
COc1ccccc1N(CC(=O)N1CCCC1)S(=O)(=O)c1cc([N+](=O)[O-])ccc1Cl	x	x	2%	0.6	74	2%	x	0.3%[50 µM]	x	x
O=C1C(C=NCCCn2ccnc2)=C(O)c2ccccc21	-1.8%	x	4%	-3.3	95	0%	0.4%	-0.1%	x	x
Cc1ccc(-n2cc(C(=O)c3cc(Cl)ccc3O)cc(C#N)c2=O)cc1	5.5%	10%	10%	1.5	64	-19%	-1.7%	3.5%	10%	-3%
Cc1cc(C)cc(NC(=O)CCn2c(=S)[nH]c3ccccc3c2=O)c1	-0.1%	13%	2%	0.9	60	-3%	u	2.0%	9%	8%
CC(NC(=O)/C(=C\c1ccco1)NC(=O)c1ccccc1Br)C(=O)O (stereo unspecified)	0.9%	6%	13%	1.5	95	-2%	0.3%	0.1%	-5%	4%
CN(C[C@H](Cc1ccccc1)N(C[C@H](Cc1ccccc1)N(CCc1cc(C(F)(F)F)cc(C(F)(F)F)c1)N=O)N=O)N=O	1.2%	0%	2%	0.6	51	1%	-1.2%	0.3%	12%	2%
CCOC(=O)Cc1csc(NC(=O)c2cc(-c3ccncc3)nc3ccccc23)n1	0.2%	x	-4%	-1.5	103	2%	x	-0.3%[50 µM]	x	x
Cc1cccc(NC(=O)C2CCCN2S(=O)(=O)c2cccc3cccnc23)c1 (stereo unspecified)	x	-1%	x	x	x	x	-0.1%	x	-1%	-6%
COc1ccc(CN(C)C(=O)CC(c2ccccc2)c2ccccc2)cc1	-0.5%	4%	3%	2.4	49	5%	-0.1%	-0.2%	3%	1%
CCOc1ccc(NC(=O)c2cn(CC(C)C)c(=O)c3c2c2ccccc2n3C)cc1	5.6%	5%	6%	4.0	82	3%	-0.3%	0.4%	-3%	2%

Assay outcomes (PubChem)
